Vc quorum ag = inducers of Vibrio cholerae quorum light production without autoinducers, primary screen, BH1578 luxS cqsA deficient, single point; V. cholerae BH1578 lux reporter, luminescence, 6 h; activation, % at 18.7 µM; 0.16% of 350,000 active; in the data active = activation mostly above about 9.7%, no sharp cut-off; also: not every result past the cut was called active; inactives centre near 0; reference of the scale not given here
BioA inh = M. tuberculosis BioA enzyme inhibitors, primary screen, biochemical, plate reader, single point, HTS; purified M. tuberculosis BioA enzyme; inhibition, % at 9.99 µM; 0.096% of 360,000 active; in the data active = inhibition above about 40%
Yp Topo-I inh = Yersinia pestis topoisomerase I inhibitors, primary screen, biochemical, cleavage product accumulation, plate reader, single point. DNA topoisomerase I (Yersinia pestis CO92). Y. pestis Topo-I cleavage product accumulation. activity, % at 10 µM. 0.064% of 360,000 active. AID 504884, 2011; in the data active = activity above about 50%, passing the limit was not always enough; also: inactives centre near 2
FBA Mtb inh = Mtb FBA enzyme inhibitors, primary screen, biochemical, fluorescence, strain H37Rv; 2.3% of 360,000 active; inhibition, % at 1 µM; purified M. tuberculosis FBA, fluorescence read-out; AID 588726, 2011; in the data active = inhibition above about 27%;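 also: 0% = vehicle and 100% = reference inhibitor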
Mtb UGM inh = M. tuberculosis UGM enzyme inhibitors, primary screen, biochemical, fluorescence polarization, single point. UDP-galactopyranose mutase (Mycobacterium tuberculosis (strain ATCC 25618 / H37Rv)), …. purified UGM, fluorescence polarization probe displacement. inhibition, % at 10 µM. 0.06% of 320,000 active. AID 504406, 2011; in the data active = inhibition above about 10%, passing the limit was not always enough
FadD28 binding = inhibitors of FadD28 bisubstrate probe binding, primary screen, biochemical, fluorescence polarization, single point; Mycobacterium tuberculosis FadD28 fatty-acid-AMP ligase; inhibition, % at 12.5 µM; 0.22% of 360,000 active; AID 588549, 2011; in the data active = inhibition above about 8.5%, passing the limit was not always enough
PfHsp40 yeast = rescue of yeast from PfHsp40 toxicity, primary screen, S. cerevisiae, ATP luminescence; S. cerevisiae expressing PfHsp40, growth rescue; growth rescue, % at 12.5 µM; 0.68% of 340,000 active; AID 504582, 2011; in the data active = growth rescue above about 28%, passing the limit was not always enough;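 also: yeast W303a lacking pdr1 and pdr3 grown in galactose medium; growth measured after three days at 30 °C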
TcdB inh = TcdB glycohydrolase inhibitors, primary screen, biochemical, single point, plate reader | Toxin B (Clostridioides difficile), P18177 | TcdB glycohydrolase enzymatic assay | inhibition, % at 9.99 µM | 0.24% of 350,000 active | AID 652162, 2013; in the data active = inhibition above about 10%
Target sequence (P18177 whole entry, looked up): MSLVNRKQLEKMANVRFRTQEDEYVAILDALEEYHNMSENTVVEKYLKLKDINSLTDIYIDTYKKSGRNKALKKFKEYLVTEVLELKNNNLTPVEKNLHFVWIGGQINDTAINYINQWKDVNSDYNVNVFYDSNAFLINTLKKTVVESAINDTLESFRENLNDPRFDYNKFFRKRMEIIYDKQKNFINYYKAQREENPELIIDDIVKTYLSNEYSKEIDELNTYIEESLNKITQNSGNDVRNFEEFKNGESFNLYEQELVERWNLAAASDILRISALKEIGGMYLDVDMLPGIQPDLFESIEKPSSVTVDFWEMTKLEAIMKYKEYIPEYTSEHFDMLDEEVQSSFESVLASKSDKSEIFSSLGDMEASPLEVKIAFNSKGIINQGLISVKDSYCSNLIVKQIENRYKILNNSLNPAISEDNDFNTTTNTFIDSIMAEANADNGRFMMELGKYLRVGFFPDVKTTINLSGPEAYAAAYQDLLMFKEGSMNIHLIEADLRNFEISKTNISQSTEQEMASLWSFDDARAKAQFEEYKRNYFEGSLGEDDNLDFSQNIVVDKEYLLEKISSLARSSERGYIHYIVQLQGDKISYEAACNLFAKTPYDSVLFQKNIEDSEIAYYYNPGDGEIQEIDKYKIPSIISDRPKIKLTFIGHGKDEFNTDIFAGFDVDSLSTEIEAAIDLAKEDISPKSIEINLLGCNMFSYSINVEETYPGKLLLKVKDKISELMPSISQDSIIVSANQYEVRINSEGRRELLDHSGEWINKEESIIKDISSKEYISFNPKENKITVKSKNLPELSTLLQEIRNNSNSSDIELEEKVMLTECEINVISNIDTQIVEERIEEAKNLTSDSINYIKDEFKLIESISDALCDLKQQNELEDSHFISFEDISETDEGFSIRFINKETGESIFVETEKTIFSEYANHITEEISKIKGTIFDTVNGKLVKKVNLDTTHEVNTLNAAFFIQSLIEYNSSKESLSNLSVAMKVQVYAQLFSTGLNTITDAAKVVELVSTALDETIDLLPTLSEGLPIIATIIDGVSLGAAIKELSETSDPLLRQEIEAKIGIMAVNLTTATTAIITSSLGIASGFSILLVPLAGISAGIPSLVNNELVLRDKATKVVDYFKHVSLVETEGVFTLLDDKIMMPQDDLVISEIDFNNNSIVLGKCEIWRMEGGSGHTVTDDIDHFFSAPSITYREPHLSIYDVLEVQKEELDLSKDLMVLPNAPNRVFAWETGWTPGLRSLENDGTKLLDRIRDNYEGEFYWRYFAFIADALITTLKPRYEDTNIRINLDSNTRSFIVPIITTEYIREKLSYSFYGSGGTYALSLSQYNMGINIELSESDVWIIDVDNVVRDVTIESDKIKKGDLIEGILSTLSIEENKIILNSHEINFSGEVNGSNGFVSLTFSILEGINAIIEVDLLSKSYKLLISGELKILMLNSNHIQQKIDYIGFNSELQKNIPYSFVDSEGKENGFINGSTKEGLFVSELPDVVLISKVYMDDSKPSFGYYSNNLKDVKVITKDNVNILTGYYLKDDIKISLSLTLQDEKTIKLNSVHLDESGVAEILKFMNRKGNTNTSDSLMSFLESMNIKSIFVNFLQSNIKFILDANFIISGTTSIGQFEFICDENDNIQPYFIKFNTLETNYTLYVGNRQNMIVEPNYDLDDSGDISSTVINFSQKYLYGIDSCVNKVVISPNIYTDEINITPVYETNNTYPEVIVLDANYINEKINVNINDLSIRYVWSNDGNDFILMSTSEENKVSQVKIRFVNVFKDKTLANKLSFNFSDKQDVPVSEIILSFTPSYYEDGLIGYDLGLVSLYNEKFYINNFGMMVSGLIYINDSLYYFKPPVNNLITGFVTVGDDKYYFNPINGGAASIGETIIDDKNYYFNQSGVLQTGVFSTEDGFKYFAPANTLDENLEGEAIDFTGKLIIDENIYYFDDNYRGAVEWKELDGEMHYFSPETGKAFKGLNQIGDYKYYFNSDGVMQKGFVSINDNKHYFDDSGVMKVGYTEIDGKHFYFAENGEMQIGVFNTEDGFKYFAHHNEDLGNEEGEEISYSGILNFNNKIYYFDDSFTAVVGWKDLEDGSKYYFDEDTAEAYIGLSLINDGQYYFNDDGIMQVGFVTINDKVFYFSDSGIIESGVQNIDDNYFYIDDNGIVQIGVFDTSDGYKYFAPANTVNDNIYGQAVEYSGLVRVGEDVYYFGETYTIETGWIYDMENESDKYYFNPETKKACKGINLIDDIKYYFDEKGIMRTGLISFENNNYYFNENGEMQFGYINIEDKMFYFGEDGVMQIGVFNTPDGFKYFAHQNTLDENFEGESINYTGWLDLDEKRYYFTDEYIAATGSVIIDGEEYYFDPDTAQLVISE
GDH-TPI counter = GDH-TPI coupling enzyme inhibitors, primary screen, artefact control for M. tuberculosis FBA inhibitor project, biochemical, absorbance, full deck. GDH-TPI coupled enzyme counterscreen, NADH absorbance. inhibition, % at 4.8 µM. 1.2% of 360,000 active; in the data active = inhibition above about 30%;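 also: 0% = DMSO wells and 100% = wells lacking the enzyme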
Active calls of the source: *; i = inactive; nt = no result given; & = joins results of further samples.

Compound	GDH-TPI counter	Mtb UGM inh	FBA Mtb inh	BioA inh	Yp Topo-I inh	Vc quorum ag	FadD28 binding	PfHsp40 yeast	TcdB inh
O=C(NC(=S)NCCN1CCOCC1)c1ccccc1Cl	2	-0.9	-5	-3.6	-5	i	-1.5	-1.0	nt
O=S(=O)(N1CCCCC1)N1CCN(c2cc(Cl)ccc2Cl)CC1	-1	3.4	3	nt	30	1.8	-2.6	8.2	0.8
Cc1sc(NC(=O)C2CCCCC2C(=O)O)c(C(N)=O)c1-c1ccc(C(C)(C)C)cc1 (stereo unspecified)	11	3.7	-1	nt	19	-0.4	-4.4	0.2	nt
CCCn1c(C(O)c2ccc3c(c2)OCO3)nc2ccccc21 (stereo unspecified)	3	-0.8	-2	-0.1	0	-3.6	-3.0	0.8	1.8
CCC(C(=O)NCc1ccncc1)c1ccccc1 (stereo unspecified)	7	-1.6	1	-1.2	-7	-0.2	-2.5	0.6	-0.4
Cc1ccc2oc(C(=O)NCCC3CCCCO3)c(C)c2c1 (stereo unspecified)	0	4.9	6	1.0	17	i	-0.6	0.8	-0.4
Cn1cnnc1SCC(=O)Nc1cc(S(=O)(=O)N2CCCCC2)ccc1Cl	-5	1.9	-2	0.2	9	1.7	-0.4	0.4	0.1
O=C(NCC1CCCO1)c1ccccc1OCc1ccc(Cl)cc1 (stereo unspecified)	-1	-1.1	-4	0.7	22	i	-3.6	0.9	3.9
CCOc1cccc2c1OC1(C)CC2NC(=O)N1c1ccc(OC)cc1 (stereo unspecified)	2	-3.9	3	-6.2	-11	i	-0.9	-0.4	nt
COC(=O)c1cc(S(=O)(=O)NCCCc2ccco2)c[nH]1	3	-1.7	1	-1.1	5	0.5	-0.7	1.0	0.9
CC1CCCCC1NC(=O)COc1ccc(C#N)cc1 (stereo unspecified)	-5	-0.1	-2	-0.6	-2	-4.3	-0.3	0.1	2.6
O=C(CCCN1C(=O)CCC1=O)Nc1ccc2c(c1)OCO2	4	1.1	1	-1.4	-3	i	-2.6	-1.0	nt
CC(C)(CO)NCc1c(OCc2ccc(Cl)cc2)ccc2ccccc12	15	-0.5	17	-0.2	11	-0.6	-4.3	-1.4	1.3
NC(=O)C1=C(N=C2CCCCC2)CCCC1	6	nt	-1	-1.6	14	8.3	-1.0	-0.2	1.5
CN(Cc1ccccc1F)c1nc(-c2cccs2)nc2ccccc12	10	-1.1	-5	nt	17	-0.3	-5.4	2.1	-0.1
COc1ccc(NC(=S)NNC(=O)C2CC2c2ccc(C)cc2)cc1 (stereo unspecified)	6	0.3	0	nt	-2	-0.4	-1.6	7.7	nt
CCN(CC)C(=O)C1CCN(C(=O)c2oc3ccc(C)cc3c2C)CC1	-2	5.7	2	-0.1	18	1.0	1.6	0.0	-0.3
COc1cc(OC)cc(C(=O)Nc2ccccc2S(=O)(=O)N2CCCC2OC(C)=O)c1 (stereo unspecified)	0	-2.1	0	-1.0	33	-0.3	-4.8	1.0	0.5
Cc1c(CCOC(=O)CC23CC4CC(CC(C4)C2)C3)sc[n+]1Cc1ccccc1	-3	-0.1	1	3.4	11	i	-4.3	2.5	nt
O=C(c1ccccc1)N1CCN(c2ccccc2)CC1	11	nt	2	-0.1	0	-7.1	-2.2	-3.5	-1.0
COc1cc(CO)ccc1OCc1ccc(Cl)nc1	3	1.3	3	-0.6	-3	-0.5	-0.2	-1.6	1.2
CC(C)NC(=O)NNC(=O)c1nn(-c2ccc(F)cc2)ccc1=O	12	0.9	2	nt	-2	-2.0	-0.7	-0.1	1.8
CC(=O)Nc1ccc(N/C(N)=N/c2nc(C)cc(C)n2)cc1	-3	0.7	-2	-0.9	7	-0.2	1.0	0.0	1.3
COc1ccc(-n2cnc3ccccc3c2=O)c([N+](=O)[O-])c1	-3	-1.6	1	2.8	-17	i	-2.0	-0.7	0.1
O=Cc1c(NCc2ccccc2Cl)c2ccccc2[nH]c1=O	20	1.8	0	1.9	1	i	-0.4	3.5	0.6
Cc1ccc(/C=N/NC(=O)c2ccoc2C)s1	10	-0.1	-4	nt	-11	-0.1	-2.7	-1.4	0.4
COCCn1c(SCc2cccc([N+](=O)[O-])c2)nc2ccccc2c1=O	-5	0.0	2	0.6	13	0.6	-1.2	0.4	-0.2
Cc1[nH]c(=O)c(S(=O)(=O)c2ccccc2)c(C)c1Cl	17	0.6	2	-1.2	7	-0.3	0.0	-0.8	-1.1
Cc1ccc(C(=O)CSc2nnc3ccccn23)c(C)c1	-3	3.5	3	-3.5	-3	i	-2.2	-0.2	1.6
CC(=O)N=c1sccn1CC(O)c1ccccc1 (stereo unspecified)	-4	-1.5	-1	nt	10	-0.6	0.3	-2.2	1.0
Cc1cc(Nc2ccccc2)nn1C(=O)c1ccc(Br)cc1	2	4.9	1	-0.8	-2	i	-1.9	1.9	nt
CC(=O)Nc1ccc(-c2sc(Nc3cccc4ccccc34)n[n+]2-c2ccccc2)cc1	4	-0.1	0	-2.2	-14	i	-1.5	-1.4	1.7
Cc1nnc(N2C(=O)C(=O)/C(=C(/O)c3ccc4c(c3)CC(C)O4)C2c2ccccc2F)s1 (stereo unspecified)	16	1.4	6	-0.9	-3	i	-4.7	0.7	-0.1
O=C(Nc1ccc2c(c1)CCC2)c1ccccc1	2	-1.3	1	-1.0	-8	3.1	-0.6	1.6	3.4
Cc1ccc(NS(=O)(=O)c2ccc3c(c2)CC(=O)N3)cc1F	5	-3.1	-1	1.9	-1	-3.2	-1.8	0.6	0.2
C/C(N)=C(/C#N)C(=O)CSc1nnc(Nc2cccc(C)c2C)s1	15&9	0.2	3&1	2.2&5.0	8&6	-0.3	-2.2&-0.7	-1.8&-0.8	0.2
CN(C)C(=O)Oc1ccc(OC(=O)N(C)C)cc1	-4	2.2	-2	-1.6	0	nt	-0.4	-0.9	0.2
COc1ccccc1CN1CCCCC1c1cccnc1 (stereo unspecified)	0	-2.7	0	-0.4	2	12	-0.9	0.4	nt
CCCC(C)C(=O)Nc1nc(C)c(-c2csc(Nc3ccccc3OC)n2)s1 (stereo unspecified)	8	2.4	0	-0.3	-19	-0.4	-1.2	0.0	-4.1
NC(=O)CC(NC(=O)Cc1cccc2ccccc12)c1ccc(NCCc2ccc(F)cc2)c([N+](=O)[O-])c1 (stereo unspecified)	8	-1.8	1	-1.3	6	i	-0.1	4.1	nt
CC1CCC(NC(=O)COC(=O)c2cccnc2Cl)CC1 (stereo unspecified)	1	nt	2	3.7	-9	-2.5	-3.7	1.7	-1.0
COC(=O)c1cc(OC)c(OC)cc1NC(=O)CN1CCCCC1	1	4.1	1	-1.1	-1	i	0.5	-0.9	0.7
COc1ccc2sc(-c3ccc(S(C)(=O)=O)cc3)c(C(=O)NCCCN3CCCC3=O)c2c1	32*	nt	5	-0.6	1	-1.0	0.7	-1.0	1.7
COc1ccc2nc(SCC(=O)Nc3nonc3C)[nH]c2c1	1	2.4	2	nt	4	2.3	-0.4	-1.2	-0.8
COc1cccc(OCC(=O)Nc2ccccc2C(=O)Nc2ccc(C(=O)O)cc2)c1	6	2.2	1	0.4	-1	i	-1.1	-0.8	1.8
Cc1cc(OCC(=O)O/N=C(\N)Cc2cccs2)ccc1Br	-2	-0.2	-3	-1.1	-3	-3.7	-0.4	1.0	0.9
CC1CCN(CCCn2c(SCC(=O)Nc3ccccc3Cl)nc3ccccc3c2=O)CC1	6	1.8	2	nt	6	-1.3	-2.0	-0.7	1.2
Cc1ccc(S(=O)(=O)/N=C/c2c(O)ccc3ccccc23)cc1	16	0.7	0	-1.5	-4	0.4	-1.2	0.0	1.2

Grouped by structure, those above with bromine
Compound	GDH-TPI counter	Mtb UGM inh	FBA Mtb inh	BioA inh	Yp Topo-I inh	Vc quorum ag	FadD28 binding	PfHsp40 yeast	TcdB inh
Cc1cc(Nc2ccccc2)nn1C(=O)c1ccc(Br)cc1	2	4.9	1	-0.8	-2	i	-1.9	1.9	nt
Cc1cc(OCC(=O)O/N=C(\N)Cc2cccs2)ccc1Br	-2	-0.2	-3	-1.1	-3	-3.7	-0.4	1.0	0.9

(more compounds)
Compound	GDH-TPI counter	Mtb UGM inh	FBA Mtb inh	BioA inh	Yp Topo-I inh	Vc quorum ag	FadD28 binding	PfHsp40 yeast	TcdB inh
COc1ccc(NC(=O)COC(=O)CCc2ccc(S(=O)(=O)N3CCOCC3)cc2)cc1OC	6	-0.7	1	-0.8	6	i	-2.2	0.8	1.4
CCOc1cc(/C=N/NC(=O)COc2cccc(C)c2)ccc1OC(=O)c1cccs1	14	-2.4	1	-0.4	-4	2.0	-7.6	4.6	nt
Cc1ccc(-c2nnn(CC(=O)N(CC3CCCO3)C(C(=O)NC(C)(C)C)c3ccc(F)cc3)n2)o1 (stereo unspecified)	1	-1.3	1	-3.1	-1	4.2	0.3	-0.2	nt
CCn1c(COc2ccc(=O)n(-c3ccccc3)n2)nnc1SCc1ccc(C)cc1	2	-0.6	2	2.6	37	-0.3	-4.5	0.6	nt
Cn1ccnc1SCC(=O)c1ccc(F)cc1	12	-1.6	4	0.2	-2	-0.5	-1.3	nt	1.5
Cc1ccc(OC(=O)COc2ccccc2C)cc1	9	-1.0	1	nt	10	i	-1.2	-0.4	-0.7
CCC1=C(OC(=O)N(CC)CC)N2C(=O)OC(=NCc3ccccc3)[C@]2(C)[C@H]2C1=CC[C@H]1C(=O)NC(=O)[C@H]12	12	3.3	4	1.2	14	i	-2.7	0.0	1.7
CCCC(=O)OCC(=O)Nc1ccc2c(c1)OCO2	-1	-2.2	-1	nt	1	-0.8	0.2	-0.3	-0.3
COc1cc(NC(=O)c2cc3nc(C4CC4)cc(C(F)(F)F)n3n2)c(OC)cc1Cl	8	3.5	2	nt	-11	-0.1	1.1	-0.9	nt
Cc1cccc2cc(C#N)c(N3CCN(C)CC3)nc12	-8	3.3	5	-0.6	1	-7.6	-3.1	-1.9	nt
COc1cccc(Cn2nnc(C(=O)Nc3cc(C)ccc3OC)c2N)c1	4	3.3	4	-0.9	0	-0.6	-4.1	-0.5	nt
CCN1CCSc2ccc(C(=O)NCc3ccc(OC(C)C)cc3)cc21	15	-1.6	42*	0.4	20	0.5	0.3	-0.2	-0.5
O=C(COC(=O)CCc1c[nH]c2ccccc12)NC(c1ccccc1)c1ccccc1	1	-0.6	0	0.0	5	0.3	-3.1	2.4	nt
CCOC(=O)C1CCN(C(=O)CSc2nc3ncccc3[nH]2)CC1	12	-0.4	3	1.7	0	i	0.5	-0.1	1.2
CCc1ccc[n+](-c2[nH]c(=O)sc2/C=N/NC([S-])=Nc2ccccc2)c1	31	5.4	-7	nt	-2	-4.5	1.7	1.0	-3.0
CC(C)NC(=O)C1(S(=O)(=O)c2ccccc2)CC=CC1	8	0.4	0	-0.3	6	-0.9	-5.0	-1.3	1.2
O=C(CN1CCN(Cc2ccc3c(c2)OCO3)CC1)Nc1ccc(N2CCOCC2)cc1	-3	1.0	0	nt	-3	-0.3	-0.1	-0.7	0.0

Four records drawn at random from the list so far:
Compound	GDH-TPI counter	Mtb UGM inh	FBA Mtb inh	BioA inh	Yp Topo-I inh	Vc quorum ag	FadD28 binding	PfHsp40 yeast	TcdB inh
CCc1ccc[n+](-c2[nH]c(=O)sc2/C=N/NC([S-])=Nc2ccccc2)c1	31	5.4	-7	nt	-2	-4.5	1.7	1.0	-3.0
O=C(COC(=O)CCc1c[nH]c2ccccc12)NC(c1ccccc1)c1ccccc1	1	-0.6	0	0.0	5	0.3	-3.1	2.4	nt
CCOC(=O)C1CCN(C(=O)CSc2nc3ncccc3[nH]2)CC1	12	-0.4	3	1.7	0	i	0.5	-0.1	1.2
O=C(CN1CCN(Cc2ccc3c(c2)OCO3)CC1)Nc1ccc(N2CCOCC2)cc1	-3	1.0	0	nt	-3	-0.3	-0.1	-0.7	0.0

Bioassay records deposited in PubChem BioAssay by several laboratories.
